Source: PubChem
SW480 rereplic – A quantitative high throughput screen for small molecules that induce DNA re-replication in SW480 colon adenocarcinoma cells; SW480 DNA re-replication, Hoechst DNA content imaging, 48 h; Potency, µM (titrated, usually from 46.1 µM), for inactives: at the highest dose re-replication activation, actives largely listed as activators; hit rate 1.8% among 340,000; AID 624297, 2012; also: potency is read from the fitted curve at half-maximal effect; % of control where 0% means no effect; nearly all actives have a fitted effect of over 55% in size
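Treated cells incubate 48 hr (37 C, 5% CO2), are stained 40 min with Hoechst, and nuclear fluorescence is enumerated; a rise in nuclei with high DNA signal marks re-replication.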
HT1080 IDH1KD tx – qHTS for induction of synthetic lethality in tumor cells producing 2HG: qHTS for the HT-1080-IDH1KD cell line | HT-1080 IDH1 knockdown viability, ATP luminescence, 48 h | Potency, µM (highest dose often 46.1 µM), inactives show top-dose activity, negative = toxicity, usual class: cytotoxic | hit rate 2% among 360,000 | AID 686971, 2013;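 also: potency is read from the fitted curve at half-maximal effect; 0% = DMSO wells and -100% = cell-free medium wells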
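Using the IDH1-knockdown HT-1080 line run in the same batch and compound series as the NT line, viability after 48 h at 37 °C was determined by CellTiter-Glo luminescence and expressed as % activity.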
MCF10A rereplic – A quantitative high throughput screen for small molecules that induce DNA re-replication in MCF 10a normal breast cells; AID 624296, 2012; Potency, µM (highest dose often 46.1 µM), without a hit: at the top dose activity, positive = re-replication, actives largely listed as activators; hit rate 2.9% among 350,000; MCF 10A DNA re-replication, Hoechst nuclear intensity, 48 h; also: potency is read from the fitted curve at half-maximal effect; % of control where 0% means no effect; nearly all actives have a fitted effect of over 50% in size
S2 tox – Viability Counterscreen for Primary qHTS for Inhibitors of ATXN expression; AID 651635, 2014; Potency, µM (titrated, usually from 56.7 µM), usual class: cytotoxic; hit rate 0.49% among 400,000; S2 cells (HEK-293 line with an ATXN2-luciferase reporter) viability, CellTiter-Fluor protease fluorescence, 24 h; also: potency is read from the fitted curve at half-maximal effect; nearly all actives have a fitted effect of over 40% in size
IL1B secr inh – qHTS for Inhibitors of Inflammasome Signaling: IL-1-beta AlphaLISA Primary Screen | THP-1 LPS/ATP IL-1B secretion, AlphaLISA, 16 h; hits give low values | activity change, % at 57.5 µM | hit rate 4.7% among 360,000 | AID 743279, 2014; in the data active = activity change below about -50%; inconclusive = mostly about -30% to -49%; also: % is scaled to controls: 0 for no effect and ±100 for the full control effect
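THP-1 cells pretreated 1 hr with compounds (up to 57.5 uM final), then stimulated with LPS (250 ng/mL final) plus ATP (1.25 mM final); secreted IL-1B measured by AlphaLISA after 16 hr, decreased signal indicating inhibition.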
KB-V1 MDR tox – qHTS assay for MDR1-selective chemotherapeutics: Primary screen using the drug-selected MDR subline cells KB-V1. KB-V1 MDR cells viability, CellTiter-Glo, 72 h. Potency, µM (top dose mostly 46.1 µM), without a hit: top-dose activity change, negative = cytotoxicity, hits mostly cytotoxic. hit rate 3.4% among 400,000; also: potency is read from the fitted curve at half-maximal effect; % is scaled to controls: 0 for no effect and ±100 for the full control effect; nearly all actives have a fitted effect of over 60% in size
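Cytotoxicity via CellTiter-Glo luminescence after 72 h compound exposure at 37 degrees C. Cells: drug-selected KB-V1 line, DMEM phenol-red free plus 10% FBS. Compounds tested at multiple concentrations; normalized data fitted to concentration-effect curves.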
ATXN2 expr inh – Primary qHTS for Inhibitors of ATXN expression; Potency, µM (titrated, usually from 57 µM), without a hit: top-dose activity change, negative = inhibition, hits mostly inhibitors; hit rate 0.72% among 360,000; HEK-293 ATXN2-luciferase reporter, luminescence, 24 h; AID 1745845, 2022; also: potency is read from the fitted curve at half-maximal effect; % is scaled to controls: 0 for no effect and ±100 for the full control effect; nearly all actives have a fitted effect of over 55% in size
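qHTS (up to 57 uM final) was run with 24 h compound exposure of reporter cells at 37 °C. Each well was multiplexed: SteadyGlo luminescence measured ATXN2-luciferase expression after a fluorogenic Gly-Phe-AFC viability readout (25 uM final).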
HT1080NT lethal – qHTS for induction of synthetic lethality in tumor cells producing 2HG: qHTS for the HT-1080-NT fibrosarcoma cell line | HT-1080-NT fibrosarcoma viability, CellTiter-Glo ATP luminescence, 48 h | Potency, µM (titrated, usually from 46.1 µM), inactives show at the top dose activity, negative = less viability, most hits filed as cytotoxic | hit rate 1.6% among 360,000 | AID 686970, 2013;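 also: NT is the 2HG producing partner of a matched IDH1 knockdown line; potency is read from the fitted curve at half-maximal effect; 0% = DMSO-treated cells and -100% = media-only wells without cells; nearly all actives have a fitted effect of over 55% in size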
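Fibrosarcoma NT cells, 750 per well in 5% FBS RPMI, were exposed to compound for 48 hours. Viability: CellTiter-Glo luminescence.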
KB-3-1 tox – qHTS assay for MDR1-selective chemotherapeutics: Primary screen using the parental adenocarcinoma cell KB-3-1. Potency, µM (highest dose often 46.1 µM), for the others: at the highest dose activity change, negative = cytotoxic, usual class: cytotoxic. KB-3-1 viability, CellTiter-Glo ATP luminescence, 72 h. AID 1347075, 2019. hit rate 1.4% among 400,000; also: potency is read from the fitted curve at half-maximal effect; % is scaled to controls: 0 for no effect and ±100 for the full control effect; nearly all actives have a fitted effect of over 60% in size
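Using CellTiter-Glo luminescence, growth of non-resistant KB-3-1 adenocarcinoma cells is assessed 72 h after pin-tool compound addition at 37 °C. Normalized responses across the concentration series yield fitted curves.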
The depositor's hits bear a star; i = inactive; u = inconclusive; x = not tested or not shown; [ ] = dose if it differs, or a comment. Unless noted, calls follow the shape of the dose curve; as a rule, active = well fitted curve in the direction sought with a large enough effect; inconclusive = small, poorly fitted or top-dose-only effect, or another doubt; inactive = no such curve, though single readings can be large; an effect the other way counts as inactive or inconclusive.

SMILES | SW480 rereplic | HT1080 IDH1KD tx | MCF10A rereplic | S2 tox | IL1B secr inh | KB-V1 MDR tox | ATXN2 expr inh | HT1080NT lethal | KB-3-1 tox
CCCCCNc1nc(N2CCCC2)c2c(c1C#N)CCN(C)C2 | u | u | 11.2µM* | u | -50.9* | 23.1µM* | -22.2% | 29.1µM* | u
Cc1cccc2nc(CNc3ccc(F)cc3)cn12 | -9.2% | -1.2% | -2.1% | i | 7.3 | -4.9% | 18.1% | -1.2% | -19.2%
CC(C)CC(C(=O)NC1CCCCC1)N(Cc1cccs1)C(=O)c1snc(C(N)=O)c1N (stereo unspecified) | u | 0.7% | u | i | -2.7 | -18.8% | -30.7% | u | u
Nc1nc(-c2ccc3ccccc3c2)c(C2(O)C(=O)Nc3c(Br)cc(F)cc32)s1 (stereo unspecified) | -2.2% | -4.6% | -1.3% | i | 1.3 | 23.0% | 0.2% | -4.7%[9.24 µM] | 8.9%
Cc1ccc(-c2cc(C(=O)N3CCN(c4ccc(O)cc4)CC3)c3ccccc3n2)cc1 | 0.5% | u | -0.7% | i | -23.7 | -19.5% | x | u | u
CCc1cc(=O)oc2c(C)c(OS(C)(=O)=O)ccc12 | -2.8% | -3.8% | -5.2% | i | -2.5 | 4.11µM* | 1.6% | -1.1% | -22.6%
O=C(NCCc1ccccc1)c1coc(=O)c(Br)c1 | 10.3µM* | 23.1µM* | u | u | -98.8* | u | 8.6% | 20.6µM* | u
COC(=O)C(C)NC(=O)C1CCCN1S(=O)(=O)c1cc(C)c(Cl)cc1C (stereo unspecified) | -0.5% | 4.2% | 0.1% | i | 2.9 | 0.0% | 13.0% | 4.7% | 8.2%
CCCCC[C@@H]1C=C(C(=O)OCC)[C@H](c2ccccc2)N1S(=O)(=O)c1ccc(C)cc1 | x | u | x | i | 37.3 | -28.5% | -12.6% | -18.3% | u
Cc1ccc(C(=O)Nc2cc(-c3nc4cc(Cl)ccc4o3)ccc2C)c(C)c1 | x | x | x | i | x | u | 4.3% | x | 20.3%
CCCN(CCC)CCCNC(=S)Nc1ccc2nc(N3CCN(CC)CC3)cc(C)c2c1 | 8.2% | -29.9% | 13.9% | u | -27.8 | 24.7% | x | -5.1% | -4.6%
COCCCNC(=S)NNC(=O)c1ccccc1Br | -0.5% | -10.6% | 15.1% | i | 3.3 | -0.4% | -15.1% | -1.6% | -5.2%
O=C(NS(=O)(=O)Nc1ccc(Cl)cc1)c1c[nH]c2ccccc12 | -5.2% | -15.4% | -0.6% | i | 27.0 | u | 5.9% | -19.3% | -30.1%
C=CCn1c(CNC(=O)c2ccccc2F)nnc1SCC(=O)NC(C)c1ccccc1 (stereo unspecified) | -1.8% | 13.6% | -10.4% | i | -13.9 | -6.3% | 14.4% | 19.9% | 3.3%
COc1cc(C(=O)Sc2ccc(Cl)cc2)cc(OC)c1OC | u | u | u | i | u | 0.0% | -6.7% | u | 0.2%
COc1cc(/C=C2/OC(=O)c3cc([N+](=O)[O-])ccc32)cc(OC)c1OC | -4.6% | -1.2% | 2.2% | i | 13.1 | 13.7% | -4.3% | -6.3% | 0.9%
CC(C(=O)Nc1ccc(O)cc1C(=O)O)N1C(=O)/C(=C\c2cccs2)SC1=S (stereo unspecified) | 1.6% | 10.6% | 4.8% | u | -1.5 | 27.0% | x | 2.4% | 6.5%
COC(=O)COC(=O)c1ccccc1NC(=O)c1ccccc1 | -5.2% | -5.2% | u | i | 32.0 | 3.8% | 1.3% | 3.6% | u
COc1ccc(Cl)cc1NS(=O)(=O)c1cccc(C(=O)NC2CCN(Cc3ccccc3)CC2)c1 | u | -20.8% | u | i | -57.4* | -26.1% | -35.3% | u | -22.0%
CSc1nnc(-c2ccc(Br)s2)n1C | -18.1%[9.22 µM] | 18.7% | -0.8% | i | -10.3 | -0.8% | 4.6% | 27.5% | 0.2%

Two records picked at random from the list so far, as already listed:
SMILES | SW480 rereplic | HT1080 IDH1KD tx | MCF10A rereplic | S2 tox | IL1B secr inh | KB-V1 MDR tox | ATXN2 expr inh | HT1080NT lethal | KB-3-1 tox
Nc1nc(-c2ccc3ccccc3c2)c(C2(O)C(=O)Nc3c(Br)cc(F)cc32)s1 (stereo unspecified) | -2.2% | -4.6% | -1.3% | i | 1.3 | 23.0% | 0.2% | -4.7%[9.24 µM] | 8.9%
Cc1ccc(-c2cc(C(=O)N3CCN(c4ccc(O)cc4)CC3)c3ccccc3n2)cc1 | 0.5% | u | -0.7% | i | -23.7 | -19.5% | x | u | u

(listing goes on)
SMILES | SW480 rereplic | HT1080 IDH1KD tx | MCF10A rereplic | S2 tox | IL1B secr inh | KB-V1 MDR tox | ATXN2 expr inh | HT1080NT lethal | KB-3-1 tox
O=C1[C@@H]2Cc3c([nH]c4ccccc34)CN2C(=O)CN1CCCO | -2.4% | -0.5% | -13.0% | i | -1.6 | -10.0% | 3.4% | 0.2% | -13.1%
CC(C)CC(=O)NC(=S)Nc1ccccn1 | 0.4% | 6.6% | 2.1% | i | -6.9 | 6.3% | 13.9% | 4.4% | 0.4%
Oc1ccc(Cl)cc1CNc1cnc2ccccc2c1 | -7.2% | u | 26.2% | u | -10.5 | u | x | -23.7% | 6.7%
O=c1cc(CN(Cc2ccccc2)Cc2ccccc2)c2c(ccc3ccccc32)o1 | x | 4.7% | x | i | 41.9 | -7.8% | -2.7% | 7.4% | -0.1%
Cc1nnc(SCCC#N)n(CCC#N)c1=O | -4.5% | 11.8% | -3.2% | u | 6.2 | 27.6% | 3.6% | 15.6% | -3.8%
CC(Oc1ccc(Br)cc1)C(=O)Nc1nnc(C2CC2)s1 (stereo unspecified) | -0.3% | -14.0% | 1.4% | i | -0.9 | u | -5.9% | 0.2% | -10.0%
CCc1ccc([C@H]2C(C(=O)O)=C[C@@H](CC3CCCC3)N2S(=O)(=O)c2ccc(C)cc2)cc1 | u | -2.3% | u | i | 8.2 | -11.8% | -1.9% | -10.2% | -0.2%
c1csc(-c2csc3ncnc(NCCCN4CCOCC4)c23)c1 | -1.4% | u | -0.1% | i | -6.1 | 3.26µM* | -7.2% | u | u
CCOC(=O)Cn1nc(-c2ccccc2)c2ccccc2c1=O | 1.4% | 10.2% | -1.5% | i | 18.8 | 6.2% | 5.6% | 8.7% | 1.3%
CCNC(=O)c1ccc(=O)n(Cc2ccc(Cl)cc2Cl)c1 | 0.6% | -10.0% | 2.7% | i | 12.9 | u | -11.2% | -6.9% | -1.5%
C=CCOc1ccc(/C=N/NC(=O)C(C)Sc2ccccn2)cc1OCC (stereo unspecified) | -5.1% | -7.0% | -3.8% | i | -1.7 | 12.1% | x | -7.7% | 15.4%
CC(C)CCOP(=O)(c1ccc(N(C)C)cc1)C(Nc1ccccc1)c1ccc(N(C)C)cc1 (stereo unspecified) | -2.1% | -23.2% | 2.8% | i | u | -20.9% | x | -9.1% | -0.5%
Cc1oc(-c2ccccc2F)nc1CS(=O)(=O)CC(=O)N1CCN(c2ccc(Cl)cc2)CC1 | x | x | x | i | x | 0.0% | u | x | 16.4µM*
COc1ccc(OC)c(C(=O)Cn2cnc3ccccc3c2=O)c1 | -2.3% | 20.1% | -5.3% | i | -7.8 | u | -1.8% | 18.4% | 8.4%
CCN=C1S/C(=C\c2cc(Br)c(O)c(OC)c2)C(=O)N1CC | u | 1.3% | u | i | -21.4 | 12.4% | -7.4% | 5.8% | 4.5%
O=C(CSc1nccc(=O)[nH]1)N1CCOCC1 | -16.2% | 4.2% | -2.5% | i | 0.7 | 7.9% | 5.0% | 17.5% | -3.0%
COCCNC(=S)Nc1ccc2nc(N3CCCC3)cc(C)c2c1 | -9.5% | -19.7% | 26.8% | u | u | 16.4µM* | 1.3% | 5.6% | 15.3%
CSc1ccccc1C(=O)NC(C)c1ccc(-n2ccnc2)cc1 (stereo unspecified) | -6.5% | 4.8% | 0.4% | i | 27.6 | -13.4% | 3.1% | 13.5% | 11.8%
O=C(O)c1ccc(-c2noc(-c3cccc(C(F)(F)F)c3)n2)cc1 | -2.3% | x | -4.7% | i | x | 21.5% | 30.6% | x | -5.0%
Cc1cccc(NC(=O)CCS(=O)(=O)c2ccccc2)n1 | -3.5% | 1.0% | -6.6% | i | -10.9 | -11.4% | 18.8% | 8.0% | 3.7%
Cc1ccnc(NC(=O)c2ccc(S(=O)(=O)N3CCCCCC3)cc2)c1 | -7.4% | -18.2% | 1.3% | i | -13.4 | u | 32.9%[activator] | -2.9% | -5.0%
Cc1csc(NC(=O)CSc2nc3ccccc3s2)n1 | -8.6% | 1.8% | 5.4% | i | 12.7 | 1.9% | 4.8% | 6.5% | 6.3%
O=C(NCc1nnc(SCC(=O)N2CCCc3ccccc32)o1)c1ccco1 | -0.5% | 10.4% | -9.8% | i | 10.9 | -1.8% | 2.3% | 9.8% | -2.4%
O=C(CN(C(=O)CCC(=O)Nc1nccs1)c1ccc2c(c1)OCCO2)NCc1ccco1 | -2.2% | 1.3% | 0.4% | i | -3.2 | 8.1% | -23.7% | 0.4% | 18.9%
Cc1cc(C)c(S(=O)(=O)NCCCn2ccnc2)cc1C | -35.2%[inhibitor] | -0.5% | 8.3% | i | 16.6 | 12.8% | -13.2% | -0.2% | -1.9%
CCN1C(=O)/C(=C/c2ccc(N3CCCC3)cc2)NC1=S | 10.2% | -12.7% | u | i | -67.4* | -9.2% | 29.6% | -6.5% | -9.4%
CCc1ccc(NC(=O)CSc2nc3ccsc3c(=O)n2CCCCCC(=O)O)cc1 | -4.8% | 23.8% | 0.0% | i | 30.8 | -1.2% | -16.4% | 11.1% | 0.5%

Compounds were not picked by outcome, and some 11% of all compounds hit somewhere here.
